Assay outcomes as filed in PubChem BioAssay.
RPL19A TOR yeast = RPL19A-GFP expression modulators in yeast, primary screen, cell-based, S. cerevisiae, multiplex flow cytometry, MLPCN. S. cerevisiae RPL19A-GFP strain, 3 h; active compounds read low. percent response vs DMSO, % at 10 µM. 330,000 tested, 0.3% active. AID 2025, 2009;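 active = percent response vs DMSO below 50%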;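 note: median channel GFP fluorescence of the barcoded RPL19A-GFP strain; ratio of sample median GFP to plate DMSO average so 100% = DMSO; lower means less RPL19A-GFP as with rapamycin TOR inhibition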
AHR act = AHR activators, primary screen, cell-based, luminescence, luciferase reporter, human. Aryl hydrocarbon receptor (Homo sapiens), P35869. AHR-responsive luciferase reporter cells. activation, % at 5 µM. 320,000 tested, 2.5% active. AID 2796, 2010; in the data active = activation above about 47%;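 note: 0% = vehicle wells and 100% = reference agonist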
Target sequence (P35869 whole entry, looked up): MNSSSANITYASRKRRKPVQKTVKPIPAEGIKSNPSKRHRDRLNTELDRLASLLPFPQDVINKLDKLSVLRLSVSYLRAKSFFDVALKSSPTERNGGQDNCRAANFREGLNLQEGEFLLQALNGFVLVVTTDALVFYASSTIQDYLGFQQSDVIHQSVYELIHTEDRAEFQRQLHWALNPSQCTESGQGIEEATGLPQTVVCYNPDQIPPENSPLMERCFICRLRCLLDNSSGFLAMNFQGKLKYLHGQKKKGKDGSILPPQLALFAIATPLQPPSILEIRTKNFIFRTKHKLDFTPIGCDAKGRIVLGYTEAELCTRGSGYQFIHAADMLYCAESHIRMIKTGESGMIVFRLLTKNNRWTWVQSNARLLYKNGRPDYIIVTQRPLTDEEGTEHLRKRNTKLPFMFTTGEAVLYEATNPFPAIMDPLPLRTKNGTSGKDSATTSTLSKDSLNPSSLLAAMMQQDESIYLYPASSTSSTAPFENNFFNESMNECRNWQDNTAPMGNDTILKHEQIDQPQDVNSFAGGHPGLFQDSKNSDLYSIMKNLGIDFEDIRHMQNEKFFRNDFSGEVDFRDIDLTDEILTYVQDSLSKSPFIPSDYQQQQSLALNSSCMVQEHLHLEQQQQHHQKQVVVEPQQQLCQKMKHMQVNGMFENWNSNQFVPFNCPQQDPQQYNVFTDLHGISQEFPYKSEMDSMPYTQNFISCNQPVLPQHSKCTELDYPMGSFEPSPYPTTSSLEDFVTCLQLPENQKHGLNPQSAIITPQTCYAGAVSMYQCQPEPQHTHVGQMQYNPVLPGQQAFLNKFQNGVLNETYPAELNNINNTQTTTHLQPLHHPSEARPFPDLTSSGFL
MEP2-GFP yeast = modulators of MEP2-GFP levels in yeast, primary screen, S. cerevisiae, multiplex flow cytometry, MLPCN library | S. cerevisiae MEP2-GFP strain, 3 h; 100% = DMSO control level | 330,000 tested, 0.51% active | GFP response vs DMSO, % at 10 µM;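 active = GFP response versus DMSO above a set limit, roughly screen mean plus 3 SD, cut at about 180% in these data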;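 note: median GFP fluorescence of the barcode-gated MEP2-GFP cells per well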
AGP1 TOR yeast = modulators of AGP1-GFP expression in yeast TOR pathway, primary screen, cell-based, multiplex flow cytometry, S. cerevisiae, MLPCN library; 3 h; GFP as percent of DMSO wells; GFP response vs DMSO, % at 10 µM; 320,000 tested, 0.02% active; AID 2066, 2009;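 active = GFP response relative to DMSO above a set limit, near screen average plus 3 SD, cut at about 150% in these data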;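 note: median GFP channel fluorescence of the gated AGP1 strain per well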
procasp3 activ = activators of human procaspase-3 D3A mutant, primary screen, biochemical, absorbance, PC-3 D3A mutant, single concentration; recombinant procaspase-3 D3A, Ac-DEVD-pNA absorbance 405 nm; activation, % at 8.5 µM; 330,000 tested, 0.11% active; AID 463141, 2010;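 active = activation above the mean of all tested compounds plus 3 SD, cut at about 21% in these data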;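 note: 0% = DMSO alone and 100% = DMSO wells spiked with extra 5 µM PC-3 D3A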
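Test system: Procaspase-3 D3A mutant; medium: Zinc-free HEPES/NaCl buffer with 0.01% Triton X-100 at pH 7.4; reagent: DEVD-pNA substrate; doses: one concentration, 8.5 µM nominal, 0.8% DMSO; times: 1 h preincubation plus 2 h reaction at 25 °C; signal: Epi-absorbance at 405 nm of released p-nitroaniline, 0 and 120 min; replicates: singlicate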
LAP4-GFP MLPCN = modulators of LAP4-GFP expression in yeast, primary screen, S. cerevisiae, multiplex flow cytometry, MLPCN library; GFP response vs DMSO, % at 10 µM; AID 2023, 2009; 320,000 tested, 0.34% active; 3 h; median GFP as percent of DMSO wells;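 active = GFP response vs DMSO above a set limit, about the screen mean plus 3 SD, cut at about 150% in these data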
CIT2 TOR yeast = modulators of CIT2-GFP expression in yeast, primary screen, S. cerevisiae, GFP fusion, multiplex flow cytometry, MLPCN library. GFP response vs DMSO, % at 10 µM. S. cerevisiae CIT2-GFP strain, 3 h; 100 means same as DMSO wells. 320,000 tested, 0.065% active. AID 2029, 2009;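 active = GFP response relative to DMSO above a set limit, near the screen mean plus 3 SD, cut at about 150% in these data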;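 note: ratio of well median GFP fluorescence to mean of DMSO wells on the plate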
procasp7 counter = procaspase-7 activators, primary screen, counter-screen for procaspase-3 activator project, biochemical, absorbance, HTS, human. recombinant procaspase-7, Ac-DEVD-pNA absorbance 405 nm; D23A/D198A/D206A triple mutant, cannot self-cleave; scale: DMSO 0, 5 µM enzyme 100. activation, % at 8.5 µM. 330,000 tested, 0.093% active;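 active = percent activation above the screen-wide mean plus 3 SD, cut at about 25% in these data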
Target sequence (P55210 whole entry D23A/D198A/D206A): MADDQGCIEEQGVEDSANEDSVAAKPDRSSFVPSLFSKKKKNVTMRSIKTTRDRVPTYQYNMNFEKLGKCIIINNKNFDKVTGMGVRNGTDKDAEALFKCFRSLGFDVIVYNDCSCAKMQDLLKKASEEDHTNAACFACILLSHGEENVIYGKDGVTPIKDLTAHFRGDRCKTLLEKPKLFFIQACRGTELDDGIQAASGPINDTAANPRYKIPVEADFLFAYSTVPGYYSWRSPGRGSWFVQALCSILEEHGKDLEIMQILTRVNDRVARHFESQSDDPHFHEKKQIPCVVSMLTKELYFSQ
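Test system: Procaspase-7 triple mutant (PC-7 D3A). Also added: Ac-DEVD-pNA substrate, 400 µM as added. Schedule: 1 h enzyme–compound preincubation and 2 h substrate reaction, both 25 °C. Signal: p-Nitroaniline absorbance at 405 nm, read at 0 and 120 min. Control set: low DMSO alone, high DMSO plus 5 µM PC-7.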
* marks the source's active call; other numbers are inactive results; x = not tested or not shown.

No.	SMILES	RPL19A TOR yeast	AHR act	MEP2-GFP yeast	AGP1 TOR yeast
1	CCOc1ccc(CCNC(=O)c2cc3sccc3n2C)cc1OCC	x	3	111	116
2	CC1(NC(=O)CCc2nc3ccccc3c(=O)[nH]2)CCS(=O)(=O)C1 (stereo unspecified)	101	-1	95	96
3	CCCc1nc(N2CCOCC2)c(C#N)c2c1CCCC2	105	3	97	103
4	O=C(CSc1nc2ccccc2c(=O)n1CC1CCCO1)Nc1ccc(F)cc1 (stereo unspecified)	104	-1	103	99
5	CC(C)c1ccc(NC(=O)C(c2ccc3c(c2)OCO3)N2CCCCC2)cc1 (stereo unspecified)	93	1	95	97
6	COc1ccc2cc3c(N)nn(C(=O)C4CCC(C(C)(C)C)CC4)c3nc2c1 (stereo unspecified)	103	2	100	99
7	COc1ccc(CN2CCCCCC2)cc1	99	2	107	96
8	O=C(NCCN1CCN(C(=O)c2c(F)cccc2F)CC1)C(=O)Nc1ccc(Cl)cc1	104	-2	104	104

No.	procasp3 activ	LAP4-GFP MLPCN	CIT2 TOR yeast	procasp7 counter
1	2	110	111	-6
2	2	91	95	14
3	5	109	94	6
4	-4	92	93	-10
5	-7	97	85	-6
6	3	109	97	4
7	1	91	101	-10
8	0	103	109	3

Further results follow.
No.	SMILES	RPL19A TOR yeast	AHR act	MEP2-GFP yeast	AGP1 TOR yeast
9	CC(=O)N1CCOc2ccc(S(=O)(=O)N3CCC(C(=O)Nc4ccc(F)cc4)CC3)cc21	100	0	100	102
10	Cc1cccc(NC(=O)C2NC(=O)CC2c2ccccc2)c1C (stereo unspecified)	97	3	97	99
11	O=C(Nc1ccc2c(c1)OCCO2)NC1(C(F)(F)F)Oc2ccccc2O1	108	8	97	105
12	O=C(NCC1CCCO1)C1CCN(S(=O)(=O)c2cccc3cccnc23)CC1 (stereo unspecified)	100	2	107	100
13	C/C(=N\NC(=O)c1c(Cl)c(C)nn1C)c1cccc(NC(=O)COc2ccccc2)c1	110	23	108	110
14	Cc1ccc(C)c(S(=O)(=O)N2CCN(C(=O)Nc3ccccc3)CC2)c1	115	4	107	102
15	CCc1nn(CC(=O)NCCN2CCN(C)CC2)c(=O)c2cc3occc3n12	97	0	103	102
16	CC(O)c1cccc(NC(=O)CC(c2ccccc2)c2ccccc2)c1 (stereo unspecified)	105	6	103	112

No.	procasp3 activ	LAP4-GFP MLPCN	CIT2 TOR yeast	procasp7 counter
9	-1	102	101	5
10	6	93	99	3
11	-4	96	110	-4
12	0	100	98	11
13	1	101	97	15
14	-3	98	x	-6
15	0	98	105	3
16	0	82	119	0

Next compounds follow:
No.	SMILES	RPL19A TOR yeast	AHR act	MEP2-GFP yeast	AGP1 TOR yeast
17	Cc1nc(C2CCC3C4CCC5=CC(=O)CC[C@]5(C)C4CC[C@]23C)cs1 (stereo partly specified)	94	2	90	89
18	CCOP(=O)(OCC)C(NC(=O)Nc1c(C)cc(C)cc1C)c1ccccc1 (stereo unspecified)	96	-1	105	100
19	COc1ccccc1CN1[C@@H](CC(=O)O)c2cc(F)ccc2S1(=O)=O	98	5	98	91
20	O=C(/C=C/c1ccco1)NC1=NCCS1	93	10	95	90
21	CC(C)C(C(=O)NC1CCCC1)N(CC1CCCO1)C(=O)CNS(=O)(=O)c1ccc(F)cc1 (stereo unspecified)	100	-2	106	105
22	Cc1cccc(N2C(=O)CN(Cc3cccs3)C2=S)c1	99	0	101	101
23	C[C@H](CO)NC(=O)[C@H](C)[C@H]1C[C@]1(C)[C@H](NC(=O)OCc1ccccc1)c1ccccc1	102	-2	94	90
24	O=C1CSC(c2ccccn2)N1Cc1cn2ccccc2n1 (stereo unspecified)	94	1	99	97

No.	procasp3 activ	LAP4-GFP MLPCN	CIT2 TOR yeast	procasp7 counter
17	3	84	84	-5
18	2	106	90	13
19	4	96	93	-7
20	-2	88	96	9
21	-5	102	103	-4
22	-2	104	97	-9
23	-5	111	93	-2
24	8	94	98	0

Further results follow:
No.	SMILES	RPL19A TOR yeast	AHR act	MEP2-GFP yeast	AGP1 TOR yeast
25	CC[C@H]1c2[nH]c3ccccc3c2C[C@H]2C(=O)N(c3ccc(F)cc3)C(=O)N21	93	-2	120	99
26	O=C(CN1C(=O)c2ccccc2C1=O)Oc1ccc(Cl)cc1	98	3	105	98
27	c1ccc(NCc2nc(-c3ccccc3)no2)cc1	89	-3	92	85
28	CCc1ccc(NC(=O)Cc2ccc(-n3cccc3)cc2)cc1	100	3	103	92
29	CCOC(=O)c1c(NS(=O)(=O)c2ccc(Br)cc2)sc2c1CCC2	103	0	109	104
30	COc1ccccc1NC(=O)OC(C)c1ccc(Cl)cc1 (stereo unspecified)	93	75*	93	93
31	COc1ccc(-c2cn(-c3ccc(C)cc3C)c(=O)[nH]2)cc1OC	103	4	106	102
32	Cc1cc(SCc2ccc([N+](=O)[O-])cc2)nc(=O)[nH]1	104	3	105	102

No.	procasp3 activ	LAP4-GFP MLPCN	CIT2 TOR yeast	procasp7 counter
25	2	99	92	-17
26	1	121	93	-3
27	7	96	78	2
28	5	101	96	-6
29	-15	108	110	-6
30	-5	101	99	6
31	-1	115	102	-7
32	-4	103	99	11

(cont.)
No.	SMILES	RPL19A TOR yeast	AHR act	MEP2-GFP yeast	AGP1 TOR yeast
33	Cc1ccc(C(=O)c2ccc(C)cc2)cc1	99	2	100	105
34	Cc1ccc(Nc2ncccc2C(=O)O)cc1C	99	9	94	90
35	CCOC(=O)N1CCC(NC(=O)Cn2cc3c(n2)CCCC3)CC1	100	-2	102	103
36	CC(C(=O)NCCS(=O)(=O)c1ccc(Br)cc1)S(=O)(=O)c1ccc(Cl)cc1 (stereo unspecified)	103	0	105	99
37	O=C(CSc1ccc2c(c1)OCCO2)Nc1cccnc1	103	2	104	106
38	O=C(NCc1ccncc1)c1cc2ccccc2nc1Cl	105	14	109	105
39	CCOc1ccc(CCNC(=O)C2CCCN(c3nnc(-n4cccc4)s3)C2)cc1OCC (stereo unspecified)	99	1	104	98
40	O=C(Nc1ccccc1C(=O)N1CCOCC1)C1COc2ccccc2O1 (stereo unspecified)	93	1	94	101

No.	procasp3 activ	LAP4-GFP MLPCN	CIT2 TOR yeast	procasp7 counter
33	1	101	94	11
34	11	107	84	-1
35	-2	106	106	2
36	5	98	104	0
37	10	110	103	3
38	3	108	99	3
39	6	99	104	3
40	6	94	104	4

Profiles, looked up by structure. Order of screens: RPL19A TOR yeast | AHR act | MEP2-GFP yeast | AGP1 TOR yeast | procasp3 activ | LAP4-GFP MLPCN | CIT2 TOR yeast | procasp7 counter
Record of CCOc1ccc(CCNC(=O)C2CCCN(c3nnc(-n4cccc4)s3)C2)cc1OCC (stereo unspecified) → 99 | 1 | 104 | 98 | 6 | 99 | 104 | 3
Record of O=C(Nc1ccccc1C(=O)N1CCOCC1)C1COc2ccccc2O1 (stereo unspecified) → 93 | 1 | 94 | 101 | 6 | 94 | 104 | 4
Record of CCOC(=O)N1CCC(NC(=O)Cn2cc3c(n2)CCCC3)CC1 → 100 | -2 | 102 | 103 | -2 | 106 | 106 | 2
Record of Cc1ccc(Nc2ncccc2C(=O)O)cc1C → 99 | 9 | 94 | 90 | 11 | 107 | 84 | -1
Record of CC(C(=O)NCCS(=O)(=O)c1ccc(Br)cc1)S(=O)(=O)c1ccc(Cl)cc1 (stereo unspecified) → 103 | 0 | 105 | 99 | 5 | 98 | 104 | 0

(next part)
No.	SMILES	RPL19A TOR yeast	AHR act	MEP2-GFP yeast	AGP1 TOR yeast
41	Cc1cc(NC(=O)COC(=O)COc2ccc(C(=O)c3ccccc3)cc2)no1	100	-2	101	106
42	O=C(CSc1nc(NS(=O)(=O)c2ccccc2)cc(=O)[nH]1)Nc1ccccc1C(F)(F)F	104	1	102	104
43	Cc1ccccc1C(=O)O/N=C(\N)c1cccc([N+](=O)[O-])c1	95	94*	105	90
44	O=C(NCCS(=O)(=O)NCc1ccc(Cl)cc1)c1ccccc1	104	-1	108	100
45	CCCN1C(=O)COc2ccc(C(=O)c3ccccc3C(=O)O)cc21	95	1	97	100
46	CN1CCN(C(=S)Nc2ccc(Oc3ccccc3)cc2)CC1	104	2	105	99
47	O=[N+]([O-])c1cccc(NC(=S)N2CCc3ccccc3C2)c1	88	105*	101	88
48	S=C(NCc1ccccc1)N/N=C/c1cccs1	95	8	92	85

No.	procasp3 activ	LAP4-GFP MLPCN	CIT2 TOR yeast	procasp7 counter
41	3	108	115	-2
42	0	111	104	1
43	-9	120	103	0
44	4	97	103	18
45	2	101	96	9
46	-7	94	98	-1
47	-11	110	72	-6
48	16	83	92	3

(more compounds)
No.	SMILES	RPL19A TOR yeast	AHR act	MEP2-GFP yeast	AGP1 TOR yeast
49	CN(Cc1ccccc1)Cc1c[nH]c2ccccc12	100	23	104	94
50	CCOC(=O)C1=C(CSc2nc(-c3ccccc3)ccc2C#N)OC(N)=C(C#N)C1c1ccccc1 (stereo unspecified)	91	29	119	112
51	COC(=O)c1ccc2ccccc2c1OC1OC(CO)C(O)C(O)C1NC(C)=O (stereo unspecified)	102	2	103	105
52	COc1ccc(OC)c(NC(=O)c2oc3c(c2C)C(O)CC(C)(C)C3)c1 (stereo unspecified)	100	14	103	92
53	Cc1ccc(S(=O)(=O)NCC(=O)N(CC(=O)NCc2ccc(F)cc2)CC2CCCO2)cc1 (stereo unspecified)	101	0	104	110
54	Cc1nc(-c2ccccc2)sc1-c1nc(-c2ccncc2)ncc1S(=O)(=O)c1ccccc1	95	54*	88	87
55	O=C(NCc1ccc(N2CCCC2=O)cc1)c1cc(COc2c(F)cccc2F)on1	91	-11	77	91
56	Cc1ccc(NC(=O)COC(=O)CCc2c[nH]c3ccccc23)c(C)c1	97	1	97	97

No.	procasp3 activ	LAP4-GFP MLPCN	CIT2 TOR yeast	procasp7 counter
49	6	77	102	1
50	-6	116	102	-16
51	-3	97	103	4
52	4	94	97	-1
53	4	97	110	-8
54	2	x	83	16
55	1	79	82	1
56	4	100	87	-10

Exported with tabs: two of the compounds above.
No.	SMILES	RPL19A TOR yeast	AHR act	MEP2-GFP yeast	AGP1 TOR yeast	procasp3 activ	LAP4-GFP MLPCN	CIT2 TOR yeast	procasp7 counter
55	O=C(NCc1ccc(N2CCCC2=O)cc1)c1cc(COc2c(F)cccc2F)on1	91	-11	77	91	1	79	82	1
56	Cc1ccc(NC(=O)COC(=O)CCc2c[nH]c3ccccc23)c(C)c1	97	1	97	97	4	100	87	-10

Next records:
No.	SMILES	RPL19A TOR yeast	AHR act	MEP2-GFP yeast	AGP1 TOR yeast
57	O=C(NCc1ccccc1)Nc1cccn(Cc2ccccc2)c1=O	102	5	85	90
58	Cc1ccc2[nH]c3c(=O)n(CCN4CCNCC4)cnc3c2c1	110	21	101	99
59	CCOC(=O)N1CCN(S(=O)(=O)c2ccc(C(=O)Nc3ccc4c(c3)C(=O)NC4=O)cc2)CC1	105	-1	108	113
60	CN(Cc1ccco1)C(=O)C1CCC(=O)N(CCc2cccc(F)c2)C1 (stereo unspecified)	90	-3	93	93

No.	procasp3 activ	LAP4-GFP MLPCN	CIT2 TOR yeast	procasp7 counter
57	9	68	91	6
58	-3	100	99	-4
59	0	108	111	-4
60	-2	90	89	4
